# KLF5 inhibitor = KLF5 expression inhibitors, primary screen, DLD-1 cells, luminescence; DLD-1 KLF5 promoter-luciferase reporter; inhibition, % at 5 µM; 290,000 compounds, 0.23% hits; AID 1700, 2009;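 active = inhibition above a per-plate limit of that plate's mean compound inhibition plus 3 SD, cut at about 60% in these data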;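 note: 0% = DMSO wells and 100% = LY294002 at 200 µM; higher means less KLF5 promoter-driven luciferase light; inactives centre near -14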
# HSP90 refold inh = HSP90 inhibitors, primary screen, cell lysate, luminescence; Heat shock protein HSP 90 (rabbit reticulocyte lysate; luciferase refolding); Rabbit reticulocyte lysate, luciferase refolding luminescence, 3 h; inhibition, % at 5.6 µM; 290,000 compounds, 0.91% hits; AID 1789, 2009;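 active = inhibition above the screen-wide mean plus 3 SD, computed separately per campaign, cut at about 16% in these data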;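 note: 0% = DMSO wells and 100% = 60 µM geldanamycin wells; inhibitors lower the luminescence because luciferase stays unfolded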
# Platelet DG rel = inhibitors of platelet dense granule secretion, primary screen, cell-based, MLPCN, human platelets. human platelet-rich plasma, SFLLRN dense granule ATP release, luminescence. inhibition, %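 (compounds screened at 7.5 µM in platelet-rich plasma)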. 300,000 compounds, 0.22% hits;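 active = mean replicate score, as percent of positive control, at or above 50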
# AI-2 QS mod = Vibrio harveyi AI-2 quorum sensing modulators, primary screen, JMH597 strain, luminescence/OD600 ratio; Vibrio harveyi JMH597 AI-2 luminescence/OD600 ratio, 9 h; active compounds read low; strain lacks LuxN and CqsS sensors; 0 = neutral-control median; activity change, % at 7.5 µM; 300,000 compounds, 0.4% hits; in the data active = activity change below about -75%, passing the limit was not always enough;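 note: luminescence divided by OD600 gain over 9 h not by final OD600 alone; inactives centre near 13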
# HIF act = HIF pathway transcriptional activators, primary screen, cell-based, U2OS HRE-luciferase, luminescence; AID 1910, 2009; activation, % at 7.5 µM (by protocol); U2OS HRE-luciferase reporter; normalized: DMSO 0%, desferrioxamine 100%; 300,000 compounds, 0.32% hits;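 active = mean activation of at least 10% of the iron chelator positive control signal, with at least half of replicates also reaching 10%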
# aSyn UTR inh = MLPCN primary screen, SNCA 5' untranslated region. AID 1813, 2009. inhibition, % (tested at 7.5 µM). 300,000 compounds, 0.82% hits. alpha-synuclein 5'UTR reporter, inhibitor activity; in the data active = inhibition above about 60%;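 note: H4 neuroglioblastoma cells stably carrying SNCA 5'UTR luciferase fusion; 0% = DMSO wells and 100% = positive control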
# HSF1 inhib = HSF1 inhibitors in luciferase reporter cells, primary screen, cell-based, NIH3T3, luminescence; NIH3T3-HGL HSE-luciferase, MG132-induced, luminescence 8 h; active compounds read low; activity change, negative = inhibition, % at 7.5 µM (by protocol); 300,000 compounds, 0.77% hits;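 active = more than half of replicate wells show activity change below -50%, luminescence cut by over half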;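 note: luciferase reports HSF-1 transcriptional activity via heat shock element; 0% = median of DMSO wells and -100% = zero luminescence signal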
# IEC-6 tox = cytotoxicity in IEC-6 intestinal epithelial cells, primary screen, cytotoxicity control for KLF5 inhibitor project, cell-based, luminescence; inhibition, % at 5 µM; 290,000 compounds, 0.78% hits; IEC-6 cytotoxicity, luminescence viability; in the data active = inhibition above about 22%;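 note: 0% = plate median of test compound wells and 100% = cytotoxic reference compound wells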
# HDAC3 inh = HDAC3 deacetylase inhibitors, primary screen, biochemical, fluorescence, cell-free homogeneous. Histone deacetylase 3 (Homo sapiens), O15379. inhibition, % at 8.3 µM. recombinant HDAC3, fluorogenic peptide/trypsin coupled. AID 2718, 2010. 320,000 compounds, 0.15% hits; in the data active = inhibition above about 26%, passing the limit was not always enough
# Target sequence (O15379 whole entry, looked up): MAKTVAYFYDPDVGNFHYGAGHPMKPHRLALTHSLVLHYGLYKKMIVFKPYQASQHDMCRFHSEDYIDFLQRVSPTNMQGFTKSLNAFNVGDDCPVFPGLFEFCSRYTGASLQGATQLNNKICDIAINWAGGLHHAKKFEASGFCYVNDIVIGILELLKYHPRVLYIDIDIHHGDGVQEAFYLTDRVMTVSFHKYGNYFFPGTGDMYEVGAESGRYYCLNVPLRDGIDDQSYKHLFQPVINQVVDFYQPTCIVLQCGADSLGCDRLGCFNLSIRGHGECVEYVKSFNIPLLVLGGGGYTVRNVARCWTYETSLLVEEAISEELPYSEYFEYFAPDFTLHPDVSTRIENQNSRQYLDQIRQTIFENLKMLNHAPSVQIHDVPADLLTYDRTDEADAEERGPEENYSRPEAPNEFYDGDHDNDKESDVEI
# HSF-1 act = HSF-1 activators, primary screen, NIH3T3-HGL cells, MG132 stress, luminescence, single point; NIH3T3-HGL HSF-1 luciferase reporter, 8 h; 100% = twice DMSO control signal; activation, % at 9 µM; 300,000 compounds, 1.7% hits; AID 504408, 2011;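 active = mean replicate activation of at least 50% with a set share of replicates each reaching 50%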;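 note: 0% = median of the neutral control wells and 100% = twice that signal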
# * hit, by the source's call; / = no result given.
SMILES,KLF5 inhibitor,HSP90 refold inh,Platelet DG rel,AI-2 QS mod,HIF act,aSyn UTR inh,HSF1 inhib,IEC-6 tox,HDAC3 inh,HSF-1 act
COC(=O)c1ccc(/C=N/NC(=S)NCCN2CCOCC2)cc1,-7,3,-2,2,-0.3,-7,3,-3,0,20
CCCCCC/C=N/Nc1nnc(Cc2ccccc2)c(=O)[nH]1,-31,-4,-5,4,0.6,3,4,-11,-2,-9
CC(=O)Nc1ccc(NC(=O)CSc2nncn2C)cc1,-34,-8,-1,2,-1.5,5,-4,-7,4,11
Cc1ccc(S(=O)(=O)N2CCCN(C(=O)c3cc4ccccc4[nH]3)CC2)cc1,-14,2,-12,1,2.8,4,-2,7,-2,3
CC(=O)c1oc2ccccc2c1NC(=O)CN1CCCCC1,4,2,8,1,0.1,-55,5,-8,2,2
CCCOc1ccc(N2C(=O)CC(N(Cc3ccc(OC)cc3)C(=S)Nc3ccccc3)C2=O)cc1 (centres undefined),3,1,4,11,0.7,-1,17,0,0,22
CC12CCC(C(=O)NC(c3ccccc3)c3ccccc3)(OC1=O)C2(C)C (centres undefined),-10,4,7,21,-0.5,-12,-1,0,0,-1
O=C(COC(=O)CCc1nc2ccccc2n1-c1ccccc1)Nc1cccc(Cl)c1,0,2,4,10,0.2,26,-6,-9,-1,-7
COc1ccc(C(=O)Nc2ccccc2C(=O)Nc2cccc(C)n2)cc1,-61,5,8,-11,1.4,-86,15,1,3,17
CC(=O)Nc1ccc(Nc2ncnc(N)c2[N+](=O)[O-])cc1,2,9,-1,4,0.3,-7,-8,6,-5,-12
CCOC(=O)CNC(=O)c1ccccc1,1,-3,2,13,-0.3,-7,1,-2,-5,6
CCCC(c1nnnn1C(C)(C)C)N1CCN(Cc2ccccc2OC)CC1 (centres undefined),13,-2,6,6,-0.3,1,4,2,1,20
COc1nc(OC)nc(N2CCC(NC(=O)C(Cc3cccc(OC)c3OC)NC(C)=O)CC2)n1 (centres undefined),-25,8,0,33,0.3,-2,-2,5,6,-5
O=C(COc1ccccc1[N+](=O)[O-])N1CCN(C(=O)c2ccco2)CC1,10,6,15,13,-0.3,-3,0,2,1,0
CCOC(=O)N1CCN(C(=O)CSc2nnc3[nH]c(=O)c(C)c(C)n23)CC1,/,/,29,20,-0.1,-4,-1,/,-5,13
CC1CCN(C(c2cccs2)c2nnnn2Cc2ccccc2)CC1 (centres undefined),-5,-1,7,21,0.5,-7,0,7,4,6
O=C(O)c1cc([N+](=O)[O-])ccc1N1CCC(Cc2ccccc2)CC1,-11,0,0,36,-0.1,8,-1,-3,7,1
O=C(NCc1ccc(F)cc1)c1ccncc1,-23,-1,-10,11,-28,-1,-4,-4,4,2
COc1ccc2c(CC(=O)Nc3nnc(C4CC4)s3)coc2c1,-31,-3,0,31,-0.3,-20,6,0,-3,14
Fc1ccccc1COc1ccccc1/C=N/Nc1nc(N2CCCC2)nc(N2CCCC2)n1,18,-5,7,6,0.2,12,6,2,-1,0
c1cc(-c2nnc(-c3ccncc3)o2)ccn1,-2,4,0,14,-0.1,-12,-8,9,0,-11
Cc1nc2sccn2c(=O)c1S(=O)(=O)N1CCN(c2cccc(C(F)(F)F)c2)CC1,-18,1,-3,10,-0.5,2,-1,8,0,33
Cc1ccccc1NC(=O)Cn1nnc2sc3c(c2c1=O)CC(C)(C)OC3,-1,1,-10,-4,-0.1,5,2,-2,5,23
CCN1CCN(c2nc(N)c([N+](=O)[O-])c(Nc3ccc(C)c(C)c3)n2)CC1,-16,5,1,5,0.1,-1,2,12,7,-9
NC(=O)SC/C(=N\S(=O)(=O)c1ccccc1)Nc1ccccc1,-5,1,/,/,/,/,/,-4,0,/

# 4 neighbouring compounds already listed:
SMILES,KLF5 inhibitor,HSP90 refold inh,Platelet DG rel,AI-2 QS mod,HIF act,aSyn UTR inh,HSF1 inhib,IEC-6 tox,HDAC3 inh,HSF-1 act
COC(=O)c1ccc(/C=N/NC(=S)NCCN2CCOCC2)cc1,-7,3,-2,2,-0.3,-7,3,-3,0,20
CCCCCC/C=N/Nc1nnc(Cc2ccccc2)c(=O)[nH]1,-31,-4,-5,4,0.6,3,4,-11,-2,-9
CC(=O)Nc1ccc(NC(=O)CSc2nncn2C)cc1,-34,-8,-1,2,-1.5,5,-4,-7,4,11
Cc1ccc(S(=O)(=O)N2CCCN(C(=O)c3cc4ccccc4[nH]3)CC2)cc1,-14,2,-12,1,2.8,4,-2,7,-2,3

# (next part)
SMILES,KLF5 inhibitor,HSP90 refold inh,Platelet DG rel,AI-2 QS mod,HIF act,aSyn UTR inh,HSF1 inhib,IEC-6 tox,HDAC3 inh,HSF-1 act
CCOCCCNC(=O)c1ccccc1SCC,-2,1,-2,13,1.0,-16,3,0,0,6
Cc1ccc(SC[C@H](C)CN2CC[C@H](C(C)(C)C)CCC2=O)cc1,-8,-2,-3,27,-4.3,-9,-6,-1,18,22
COc1cc(C(=O)Oc2ccccc2/C=N/NC(=O)c2ccc(C)cc2)cc(OC)c1OC,-163,-2,28,18,9.6*,3,32,4,-5,66*
CCOC(=O)c1cn[nH]c1NC(=S)Nc1ccccc1,-187,1,7,-9,3.8,-131,13,-4,5,42
N#Cc1c(NC(=O)C2CCCO2)sc2c1CCCCC2 (centres undefined),-117,0,1,22,4.5,-161,16,1,-2,18
Cn1c(=O)n(C)c2cc(CN3C(=O)OC(C)(C)C3(C)O)ccc21 (centres undefined),-10,1,5,7,-0.3,-6,-9,4,-1,-14
COc1cc(NC(=O)CCc2c(C)nn(-c3ccc(N4CCOCC4)nn3)c2C)cc(OC)c1OC,-25,-3,4,33,0.2,6,-6,2,-1,-6
COC(=O)N/N=C/c1ccc(OCCSc2ccc(Cl)cc2)c(OC)c1,-26,7,0,5,0.2,1,11,4,10,11
Cc1ccccc1-c1ccc(=O)n(CC(=O)Nc2ccc(N3CCOCC3)cc2)n1,-98,43*,0,-43,0.4,-2,14,1,-2,25
COc1ccc(C(=O)/C(C#N)=N/Nc2ccc([N+](=O)[O-])cc2)cc1,4,-5,8,10,-2.3,102*,/,18,1,/
CCSc1nnc(-c2ccc(S(=O)(=O)NCc3cccs3)cc2)o1,-10,0,3,16,-0.4,25,-68*,5,1,-71
CCOC(=O)CNC(=O)CSc1ccc2nnc(-c3cccnc3)n2n1,-52,-1,4,20,0.0,-3,-1,-4,-12,-4
COC(CN1C(=O)C(O)=C(C(C)=O)C1c1ccccn1)OC (centres undefined),-20,2,2,21,-0.2,8,-4,-2,7,2
CCCCn1c(N)c(N(CCOC)C(=O)c2cc(C)oc2C)c(=O)[nH]c1=O,/,/,0,14,0.7,-10,-1,/,7,-8
CC(=O)Nc1ccc(C2=NN(Cc3nnc(-c4ccccc4)o3)C(=O)SC2)cc1,-9,-3,-4,34,0.3,13,41,4,/,88*
COc1ccc(OCC(=O)Nc2c(C(=O)N(CCN(C)C)Cc3ccco3)oc3ccccc23)cc1,-32,1,-16,27,-0.6,3,-9,-3,2,-5
O=C(c1cccc(Cl)c1)N1CCC(=O)N(C(COCc2cccc(Cl)c2)Cc2ccccc2)CC1 (centres undefined),-6,-1,3,16,0.0,-9,12,4,18,3
O=C(O)CC(SCC(=O)Nc1ccc(Br)cc1)C(=O)O (centres undefined),-11,1,-1,31,-0.3,8,0,-2,-6,-2
COc1ccc(Cl)cc1S(=O)(=O)NC(C)C(=O)NCCCn1ccnc1 (centres undefined),/,/,-3,21,-1.2,-7,-1,/,0,-6
CC(=O)c1cccc(NC(=O)/C(=C\c2cccnc2)NC(=O)c2ccccc2)c1,-2,1,4,6,-0.4,-4,-2,-2,-2,-24
COc1ccc(-c2nnc(-c3ccccc3)o2)cc1OC,-156,0,-2,7,2.8,-168,37,-6,2,46
CCc1nnc(NC(=O)CSc2nnc(-c3ccccc3O)n2CC)s1,-16,0,-10,34,-0.2,14,0,-4,/,1
O=C(NCC1CCCO1)C1CC(=O)N(C2CCCCCC2)C1 (centres undefined),-11,2,-1,14,0.1,-60,-4,6,-1,-1
COc1ccc(Cc2n[nH]c(=S)n2-c2ccc3c(c2)OCCO3)cc1,8,10,-5,21,-0.8,15,2,-1,0,2
COc1ccc(Nc2nc3ccccc3nc2NS(=O)(=O)c2cccs2)cc1,5,-3,1,19,-1.5,3,-1,5,2,17
# (list continues)
SMILES,KLF5 inhibitor,HSP90 refold inh,Platelet DG rel,AI-2 QS mod,HIF act,aSyn UTR inh,HSF1 inhib,IEC-6 tox,HDAC3 inh,HSF-1 act
CC(=O)Nc1cccc(/C(C)=N/NC(=S)NC(C)C)c1,-17,3,16,14,0.4,-12,-2,-8,4,1
O=C(CSc1nnc(-c2ccc(Cl)cc2)o1)NNC(=O)c1ccncc1,/,/,-1,/,0.2,-8,-7,/,5,3
c1ccc(CN2CCOCC2)cc1,-10,5,-2,7,-0.2,0,1,-1,-2,7
O=C1c2oc3ccc(F)cc3c(=O)c2C(c2cccc(O)c2)N1CCCN1CCOCC1 (centres undefined),-7,-3,-11,20,-0.3,-14,-11,4,0,-1
CC1CN=C(N(C(=O)Nc2ccccc2)c2ccc(S(=O)(=O)N3CCOCC3)cc2)S1 (centres undefined),5,0,0,11,0.2,-28,-2,4,-4,23
Cc1nnc(-n2ncc(C#N)c2N)c2nn(-c3cccc(Cl)c3)c(C)c12,-39,5,2,20,0.9,16,-12,2,0,6
CCOC(=O)NC1(C(F)(F)F)NC(=O)N(C2CCCCC2)C1=O (centres undefined),-4,-1,-3,4,0.2,-22,/,-1,0,/
CC(Sc1ccc(Cl)cc1)C(=O)NNC(=O)c1ccccc1O (centres undefined),-3,-3,5,39,-0.5,14,1,4,-5,7
COc1ccc(NC(=O)N(CCCN2CCOCC2)Cc2cccnc2)c(OC)c1,-12,-4,-2,14,-0.1,12,-5,-3,1,1
COc1ccc(C(C(=O)NC(C)(C)C)N(CCc2ccccc2)C(=O)CCC(=O)Nc2cc(C)on2)cc1 (centres undefined),-31,-3,2,4,0.9,-8,16,5,6,32
Cc1ccc(C)c(N2CCN(C(=O)c3cc4ccccc4oc3=O)CC2)c1,-27,1,-1,14,-0.1,7,2,3,7,-11
O=S(=O)(NCC(c1cccnc1)N1CCN(Cc2ccccc2)CC1)c1ccc(Cl)cc1 (centres undefined),-28,0,-9,5,-0.3,17,1,0,5,-17
Cc1ccc(/C=N/c2sc(Cc3ccccc3)c(C)c2C(N)=O)o1,45,4,6,7,0.5,-7,-8,4,13,-24
N/C(=N\OC(=O)c1cccc2ccccc12)c1cccc([N+](=O)[O-])c1,13,-3,-8,7,0.3,-123,-2,4,5,2
C=CCn1c(SCC(=O)Nc2ccc(N3CCOCC3)cc2)nnc1-c1ccncc1,-11,-3,1,/,-13,-1,16,3,7,46
O=C(C[n+]1ccccc1)Nc1cc(C(F)(F)F)ccc1Cl,-20,1,-3,22,0.7,9,-3,3,/,2
COc1ccc(CN2C=C3C(=O)C(C)(OC(=O)CCc4ccccc4)C(=O)C=C3C=C2c2ccc(C#N)cc2)cc1 (centres undefined),/,/,1,5,0.3,-4,6,/,1,0
COCCNC(=O)c1onc(CSc2cc(C)cc(C)c2)c1C(=O)NCCOC,/,/,2,11,0.5,1,-2,/,1,4
COc1ccc(CCNC(=O)COC(=O)Cc2cccc3ccccc23)cc1,-2,1,-4,12,0.1,3,11,-1,7,8

# Screens as filed in PubChem.
